HT1080NT lethal – kills 2HG-producing HT-1080-NT fibrosarcoma cells; Potency, µM (top dose mostly 46.1 µM), for inactives: top-dose activity, negative = less viability, most hits filed as cytotoxic; HT-1080-NT fibrosarcoma viability, CellTiter-Glo ATP luminescence, 48 h; 1.6% of 360,000 active;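 note: NT is the 2HG producing partner of a matched IDH1 knockdown line; potency is the fitted concentration of half-maximal effect; 0% = DMSO-treated cells and -100% = media-only wells without cells; nearly all actives have a fitted effect of over 55% in size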
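Luminescent CellTiter-Glo readout after 48 hours of compound exposure at 37 degrees C defined viability of HT-1080-NT cells. Activity was normalized to DMSO wells and cell-free media wells; concentration-response curves were fitted and assigned curve classes.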
IL-1B inflam inh – blocks inflammasome-driven IL-1 beta release; THP-1 LPS/ATP IL-1B secretion, AlphaLISA, 16 h; active compounds read low; activity change, % at 57.5 µM; 4.7% of 360,000 active; in the data active = activity change below about -50%; inconclusive = mostly about -30% to -49%; note: % is set by controls: 0 for no effect and ±100 for the full control effect
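THP-1 cells pretreated 1 hr with compounds (up to 57.5 uM final), then stimulated with LPS (250 ng/mL final) plus ATP (1.25 mM final); secreted IL-1B measured by AlphaLISA after 16 hr, decreased signal indicating inhibition.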
ATXN2 expr inh – ATXN2 expression inhibition; HEK-293 ATXN2-luciferase reporter, luminescence, 24 h; Potency, µM (series often up to 57 µM), without a hit: at the top dose activity change, negative = inhibition, usual class: inhibitors; 0.72% of 360,000 active; AID 1745845; note: potency is the fitted concentration of half-maximal effect; % is set by controls: 0 for no effect and ±100 for the full control effect; nearly all actives have a fitted effect of over 55% in size
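ATXN2-luciferase reporter cells (luciferase flanked by upstream and downstream ATXN2 gene portions) were treated 24 h at 37 °C with compounds at up to 57 uM. SteadyGlo luminescence gave expression; GF-AFC fluorescence gave viability.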
KB-3-1 cytotox – kills parental KB-3-1 adenocarcinoma cells | KB-3-1 viability, CellTiter-Glo ATP luminescence, 72 h | Potency, µM (doses to about 46.1 µM), inactives show at the top dose activity change, negative = cytotoxic, most hits filed as cytotoxic | 1.4% of 400,000 active | AID 1347075; note: potency is the fitted concentration of half-maximal effect; % is set by controls: 0 for no effect and ±100 for the full control effect; nearly all actives have a fitted effect of over 60% in size
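Screening of KB-3-1 cells (DMEM, 10% FBS, phenol-red free) ran from lowest to highest compound concentration; after 72 h at 37 °C viability was read luminescently and curves fitted.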
HT1080 IDH1KD tx – toxicity to HT-1080 IDH1 knockdown cells (counter line); HT-1080 IDH1 knockdown viability, ATP luminescence, 48 h; Potency, µM (doses to about 46.1 µM), without a hit: top-dose activity, negative = toxicity, actives largely listed as cytotoxic; 2% of 360,000 active;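 note: potency is the fitted concentration of half-maximal effect; 0% = DMSO wells and -100% = cell-free medium wells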
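IDH1KD HT-1080 cells, 750/well, RPMI + 5% FBS; compound pinned after 2 h settling; 48 h, 37 °C; CellTiter-Glo luminescence; % activity normalised to DMSO and no-cell wells; curves fitted, classed by r2 and efficacy.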
HepG2 tox – counter-screen for TGF-b inhibitors: cytotoxicity in HepG2 cells; HepG2 CAGA-GFP viability, ATP luminescence, 18 h; Potency, µM (titrated, usually from 46.1 µM), for inactives: top-dose activity change, negative = cytotoxicity, actives largely listed as cytotoxic; 0.76% of 410,000 active; note: potency is the fitted concentration of half-maximal effect; some results filed as inactive show a strong effect at the top dose
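HepG2 CAGA-GFP cells (1000/well, DMEM with 1% FBS) received compound, then TGF-beta at 500 pg/mL final, and were incubated 18 hours at 37 degrees C. Viability was read by CellTiter-Glo luminescence. Media-only wells were set as complete cell-killing and DMSO as no toxicity.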
S2 tox – reduces viability in counter-screen for ATXN expression inhibitors | S2 cells (HEK-293 line with an ATXN2-luciferase reporter) viability, CellTiter-Fluor protease fluorescence, 24 h | Potency, µM (highest dose often 56.7 µM), most hits filed as cytotoxic | 0.49% of 400,000 active; note: potency is the fitted concentration of half-maximal effect; nearly all actives have a fitted effect of over 40% in size
MCF10A rereplic – inducers of DNA re-replication in MCF 10A breast cells. Potency, µM (top dose mostly 46.1 µM), for inactives: top-dose activity, positive = re-replication, usual class: activators. AID 624296. MCF 10A DNA re-replication, Hoechst nuclear intensity, 48 h. 2.9% of 350,000 active; note: potency is the fitted concentration of half-maximal effect; % of control where 0% means no effect; nearly all actives have a fitted effect of over 50% in size
SW480 rerep – induces DNA re-replication in SW480 colon adenocarcinoma cells; SW480 DNA re-replication, Hoechst DNA content imaging, 48 h; Potency, µM (titrated, usually from 46.1 µM), without a hit: at the highest dose re-replication activation, usual class: activators; 1.8% of 340,000 active; AID 624297; note: potency is the fitted concentration of half-maximal effect; % of control where 0% means no effect; nearly all actives have a fitted effect of over 55% in size
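SW480 cells exposed to compounds for 48 hr at 37 C, 5% CO2, then Hoechst-stained 40 min. Nuclear DNA content imaged by fluorescence scanning (405 nm excitation, 500-530 nm emission); re-replication scored as increased high-intensity nuclei.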
An asterisk follows results filed as active; i = inactive; ? = inconclusive; nt = not tested or not shown; & = joins results of further samples; [ ] = another dose, or the depositor's remark. Unless noted, calls come from the whole dose curve; as a rule, active = well fitted curve in the direction sought with a large enough effect; inconclusive = small, poorly fitted or top-dose-only effect, or another doubt; inactive = no such curve, though single readings can be large; an effect the other way counts as inactive or inconclusive.

entry	Compound	HT1080NT lethal	IL-1B inflam inh	ATXN2 expr inh	KB-3-1 cytotox	HT1080 IDH1KD tx
1	NC(=O)c1cc(S(=O)(=O)Nc2ccc(OC(F)(F)F)cc2)cs1	-1%	40	nt	-19%	3%
2	CCNc1ccc(C(=O)OCC)cc1NC(=O)c1cccc(S(=O)(=O)N2CCOCC2)c1	3%	-22	-10%	-3%	25%
3	O=C(CSc1nnc(Cc2csc(Nc3cccc(Cl)c3)n2)o1)N1CCc2ccccc21	-12%	?	?	17%&-14%	-8%
4	CC1CCc2noc(NC(=O)c3ccccc3[N+](=O)[O-])c2C1 (stereo unspecified)	nt	nt	-5%	3%	nt
5	CCC(=O)N1CC2(CC(c3cccc([N+](=O)[O-])c3)=NO2)C[C@H]1C(=O)NCC(N)=O (stereo partly specified)	14%	13	-5%	16%	8%
6	CCOC(=O)c1c(CN2CCOCC2)n(-c2ccccc2)c2cc(Br)c(O)c(CN(C)C)c12	-4%	?	1%	-15%	-3%
7	COc1cccc(N2CCN(C(=O)c3nn(C)c4c3CSc3ccc(C)cc3-4)CC2)c1	nt	nt	-23%	-14%	nt
8	Cc1ccc(-c2csc(NC(=O)CSc3nc(C)cs3)n2)cc1	2%	-15	24%	-2%	-4%
9	CCC(C)[C@H](NC(=O)NCc1ccccn1)C(=O)OC (stereo partly specified)	-11%	-10	-5%	14%	-2%
10	Cc1ccc(C)c(NC(=O)CSc2nnc(-c3cc(C)[nH]n3)n2N)c1	10%	-6	2%	-2%	16%
11	CCn1cc(C(=O)Nc2ccc3c(c2)OCCO3)c2cc(OC)c(OC)cc2c1=O	-4%	-4	-11%	0%	1%
12	N=C1S/C(=C\c2cccc3ccccc23)C(=O)N1c1ccc(F)cc1	?	-25	?	7.3µM*	-28%
13	CCC(Cc1ccccc1)NC(=O)c1cccc(Nc2nc3ccccc3nc2-n2nc(C)cc2C)c1 (stereo unspecified)	nt	nt	7%	4%	nt
14	O=C(NCC1CCCN(C(=O)Cc2ccccc2Cl)C1)c1ccc(F)cc1 (stereo unspecified)	-3%	14	1%	20%	-3%
15	COc1cccc(-c2ccc(SCC(=O)N3CCN(c4ccccc4)CC3)nn2)c1	18%	-69*	?	1%	24%

entry	HepG2 tox	S2 tox	MCF10A rereplic	SW480 rerep
1	5%	i	9%	3%
2	-13%	i	?	0%
3	0%&4%	i	?	1%
4	-15%	i	nt	nt
5	4%	i	12%	-2%
6	-26%	i	8%	-1%
7	-26%	i	nt	nt
8	-12%	i	6%	-2%
9	-31%	i	-2%	3%
10	-6%	i	?	14%
11	-1%	i	11%	-12%
12	7%	?	?	18µM*
13	-1%	i	nt	nt
14	-53%	i	0%	-24%
15	8%	?	15%	2%

The list continues:
entry	Compound	HT1080NT lethal	IL-1B inflam inh	ATXN2 expr inh	KB-3-1 cytotox	HT1080 IDH1KD tx
16	CC1CCN(C(=O)c2cc3ccccc3cc2O)CC1	5%	-7	38%	4%	4%
17	Cc1cc(OCC(=O)NCCN2CCOCC2)cc(C)c1Br	7%	-21	-3%	4%	6%
18	COc1ccc2c(CC(=O)OCC(=O)N(C)c3c(N)n(Cc4ccccc4)c(=O)[nH]c3=O)coc2c1	2%	11	-5%	3%	?
19	CC(CC(=O)NC1CCCCC1)S(=O)(=O)c1ccc2c(c1)CCN2C(=O)C1CC1 (stereo unspecified)	-2%	0	-22%	-7%	1%
20	Nc1nonc1-c1nc2ccccc2n1CC(=O)N/N=C/c1ccc(-c2ccccc2C(=O)O)o1	3%	2	-10%	2%	0%
21	CCN(C(=O)c1cc2c(=O)oc3ccc(C)cc3c2s1)c1ccccc1F	nt	nt	9%	-14%	nt
22	CC1(C)Cc2ccccc2-c2nc(NN)[nH]c(=O)c21	-7%	6	8%	10%	0%
23	Fc1ccc(-c2nnc(-n3nnc4ccccc43)c3ccccc23)cc1	9%	-21	-28%	14%	22%
24	CCOc1ccc2ccccc2c1/C=N/NC(=O)c1c(C)cc(C)[nH]c1=O	10%	16	4%	8%	14%
25	Cc1ccc(C(=O)NC(C)c2ccc(-n3ccnc3)cc2)cc1S(=O)(=O)N1CCOCC1 (stereo unspecified)	-8%	-13	-1%	5%	2%
26	C=CCNC(=O)COc1ccc(S(=O)(=O)NC2CCCCC2)cc1	5%	6	0%	18%	5%[9.24 µM]
27	CCOC(=O)C1(C)CCN1C(=O)c1ccccc1OC(F)(F)F (stereo unspecified)	10%	0	-4%	1%	-2%
28	CC(NC(=O)COc1ncnc2cc([N+](=O)[O-])ccc12)c1ccccc1 (stereo unspecified)	6%	2	-5%	-4%	21%
29	CCCn1c(=O)[nH]c(=O)c2c1nc(-c1ccccc1OC(F)F)n2CCOC	2%	537	0%	6%	4%
30	CCN1C(=O)CSC1=Nc1ccc(OC)cc1	12%	4	-3%	3%	14%

entry	HepG2 tox	S2 tox	MCF10A rereplic	SW480 rerep
16	2%	i	0%	?
17	11%	i	11%	2%
18	-11%	i	1%	8%
19	0%	i	-1%	?
20	-8%	i	6%	-1%
21	-19%	i	nt	nt
22	-12%	i	?	?
23	-3%	i	-183%[0.0737 µM]	1%
24	16%	i	?	23µM*
25	-14%	i	-2%	0%
26	2%	i	10µM*	15µM*
27	-8%	i	nt	nt
28	0%	i	4%	2%
29	-4%	i	6%	1%
30	-5%	i	-1%	-3%

The list continues:
entry	Compound	HT1080NT lethal	IL-1B inflam inh	ATXN2 expr inh	KB-3-1 cytotox	HT1080 IDH1KD tx
31	Cc1ccc(-c2noc(CN3C(C)CCCC3C)n2)cc1 (stereo unspecified)	0%	26	8%	18%	8%
32	Cc1cnc(NC(=O)c2ccncc2)s1	0%	14	28%	3%	-1%
33	O=C(Cc1ccccc1F)Nc1cc(S(=O)(=O)N2CCCCC2)ccc1N1CCOCC1	-1%	3	nt	4%	1%
34	CC(C)C[C@H]1CNC(=O)C(=O)N1C[C@@H]1CCCN1C[C@H](Cc1ccc(O)cc1)N1C[C@H](Cc2ccccc2)N(CC2CCCCC2)C(=O)C1=O	?	-59*	4%	?	?
35	CN(C(=O)CSc1nnc(-c2ccc([N+](=O)[O-])cc2)o1)c1ccccc1	nt	nt	7%	1%	nt
36	O=C(NCc1ccc(F)cc1)C1CCN(C(=O)Nc2ccc(F)cc2)CC1	-1%	28	3%	-8%	-1%
37	C=CCn1c(SCC(=O)NCC)nc2sc3c(c2c1=O)CCC3	-15%	-1	-3%	-11%	-9%
38	C/C(=N\NC(=S)NCCc1ccccc1)c1ccc(O)cc1O	?	17	-16%	-15%	?
39	Cc1ccc(C(=O)N2c3ncnn3C3(CCCCC3)[C@@H]3CCCC[C@@H]32)cc1	nt	nt	-22%	-1%	nt
40	CCC1(C)Cc2c(sc3nc(SC)nc(N)c23)CO1 (stereo unspecified)	-2%	-11	2%	?	-5%
41	Cn1c(=O)oc2cc(S(=O)(=O)N3CCCC(C(=O)NCCN4CCOCC4)C3)ccc21 (stereo unspecified)	-7%	-2	1%	-26%	-5%
42	O=C(CCCc1nc2ccccc2s1)NCc1ccccc1F	0%	39	11%	1%	-1%
43	COc1ccc(S(=O)(=O)N2CCC(C(=O)NCC3CCCO3)CC2)cc1 (stereo unspecified)	15%	0	12%	11%	2%
44	COC(=O)c1cc2ccccc2c(=O)s1	10%	8	2%	4%	8%
45	CCOC(=O)c1ccc(NC(=O)c2sc3ccccc3c2Cl)cc1	nt	nt	22%	4%	nt

entry	HepG2 tox	S2 tox	MCF10A rereplic	SW480 rerep
31	12%	i	2%	-1%
32	-9%	i	-5%	-7%
33	0%	i	nt	nt
34	nt	i	nt	nt
35	-10%	i	nt	nt
36	-10%	i	-4%	-13%
37	-16%	i	-14%	-9%
38	-7%	i	?	-14%
39	-35%	i	nt	nt
40	-1%	i	0%	-1%
41	-2%	i	-7%	-27%
42	10%	i	17%	1%
43	17%	i	-1%	-11%
44	3%	?	-6%	-2%
45	1%	i	nt	nt

Values by screen from the list:
S2 tox, compounds 10–20 → i, i, ?, i, i, ?, i, i, i, i, i

Continued.
entry	Compound	HT1080NT lethal	IL-1B inflam inh	ATXN2 expr inh	KB-3-1 cytotox	HT1080 IDH1KD tx
46	Cc1ccc(NC2=NCC(=O)N2C2CCCC2)cc1C	-3%	0	1%	7%	2%
47	NC(=S)N/N=C1\CC(n2nnnc2-c2ccccc2Cl)C2COC1O2 (stereo unspecified)	-1%	0	6%	20%	-1%
48	CS(=O)(=O)NCc1ccc(C(=O)NC2CCCCC2)cc1	-14%	2	3%	-5%	-1%
49	NS(=O)(=O)c1ccc(CNC(=O)c2ccc(S(=O)(=O)NCc3ccco3)cc2)cc1	3%	-10	nt	0%	5%

entry	HepG2 tox	S2 tox	MCF10A rereplic	SW480 rerep
46	-16%	i	?	?
47	0%	i	-2%	1%
48	-2%	i	7%	21%
49	3%	i	11%	-5%

Three entries already listed, ordered by the number in IL-1B inflam inh, falling:
# | mol | IL-1B inflam inh | SW480 rerep
31 | Cc1ccc(-c2noc(CN3C(C)CCCC3C)n2)cc1 (stereo unspecified) | 26 | -1%
14 | O=C(NCC1CCCN(C(=O)Cc2ccccc2Cl)C1)c1ccc(F)cc1 (stereo unspecified) | 14 | -24%
18 | COc1ccc2c(CC(=O)OCC(=O)N(C)c3c(N)n(Cc4ccccc4)c(=O)[nH]c3=O)coc2c1 | 11 | 8%

Entries from the list above that have bromine (2):
entry	Compound	HT1080NT lethal	IL-1B inflam inh	ATXN2 expr inh	KB-3-1 cytotox	HT1080 IDH1KD tx
6	CCOC(=O)c1c(CN2CCOCC2)n(-c2ccccc2)c2cc(Br)c(O)c(CN(C)C)c12	-4%	?	1%	-15%	-3%
17	Cc1cc(OCC(=O)NCCN2CCOCC2)cc(C)c1Br	7%	-21	-3%	4%	6%

entry	HepG2 tox	S2 tox	MCF10A rereplic	SW480 rerep
6	-26%	i	8%	-1%
17	11%	i	11%	2%

High-throughput results deposited in PubChem BioAssay by National Center for Advancing Translational Sciences (NCATS).
